High-throughput results as filed in PubChem BioAssay.
TMEM16A act = activators or potentiators of mouse TMEM16A chloride channel; Q8BHY3; HEK293 TMEM16A/YFP-H148Q/I152L, iodide quench fluorescence; stronger effect = lower value; B-score at 10 µM; hit rate 0.3% among 340,000; AID 623877;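 active = fluorescence-ratio B-score plate-corrected deviation score at least 3 library SD below zero, with starting fluorescence score within 5 deviations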;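 also: channel opened by trigger with iodide after compound preincubation; score built on the fluorescence ratio of max minus min over baseline; more negative score means more quench and so TMEM16A activation or potentiation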
MrgX1 agonist = human MrgX1 receptor agonism, primary screen; MrgX1-HEK293 cells, Fluo-4 calcium fluorescence, agonist mode; stronger effect = higher value; AID 588627; B-score at 10 µM; Q96LB2; hit rate 0.44% among 310,000;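 active = calcium response B-score plate-corrected fluorescence ratio at least 3 library SD, with starting fluorescence B-score inside 5 SD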
Target sequence (Q96LB2 whole entry, looked up): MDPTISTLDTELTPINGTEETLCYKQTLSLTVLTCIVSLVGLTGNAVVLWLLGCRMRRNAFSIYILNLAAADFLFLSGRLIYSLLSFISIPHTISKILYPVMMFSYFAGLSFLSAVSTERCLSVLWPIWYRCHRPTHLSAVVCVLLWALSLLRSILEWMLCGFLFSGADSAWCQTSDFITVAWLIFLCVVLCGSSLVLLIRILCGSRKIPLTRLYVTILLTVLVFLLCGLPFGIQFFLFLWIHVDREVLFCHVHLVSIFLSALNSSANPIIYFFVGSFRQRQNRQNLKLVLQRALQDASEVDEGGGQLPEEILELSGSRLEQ
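Material: MrgX1-expressing HEK293 cells; input: 15,000 cells per well; doses: test compound given as first of three sequential additions; schedule: overnight plating before 1 h dye loading; technique: Fluo-4 NW calcium-flux fluorescence, kinetic read; evaluation: baseline-normalised fluorescence change ratio, B-scored; control set: plate-wise positive and negative controls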
HDAC3 inh = blocks human histone deacetylase 3; O15379; hit rate 0.15% among 320,000; recombinant HDAC3, fluorogenic peptide/trypsin coupled, fluorescence; inhibition, % at 8.3 µM; in the data active = inhibition above about 26%, passing the limit was not always enough; inconclusive = no clear call, values can overlap the other calls
Target sequence (O15379 whole entry, looked up): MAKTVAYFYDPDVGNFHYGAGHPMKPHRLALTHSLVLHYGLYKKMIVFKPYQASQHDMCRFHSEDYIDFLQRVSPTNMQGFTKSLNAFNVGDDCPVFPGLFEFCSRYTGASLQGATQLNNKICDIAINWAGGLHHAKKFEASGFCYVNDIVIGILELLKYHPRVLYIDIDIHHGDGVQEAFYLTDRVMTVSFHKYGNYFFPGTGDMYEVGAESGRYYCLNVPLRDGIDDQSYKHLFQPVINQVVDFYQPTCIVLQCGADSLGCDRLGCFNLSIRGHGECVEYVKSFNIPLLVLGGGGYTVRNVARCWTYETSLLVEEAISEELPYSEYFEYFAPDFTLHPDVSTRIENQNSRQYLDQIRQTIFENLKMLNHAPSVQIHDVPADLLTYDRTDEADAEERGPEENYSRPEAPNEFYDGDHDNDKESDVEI
MrgX1 allo act = human MrgX1 positive allosteric modulation, primary screen; Q96LB2; MrgX1-HEK293, Fluo-4 calcium flux, FDSS; stronger effect = higher value; B-score at 10 µM; hit rate 0.63% among 310,000;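 active = plate-corrected calcium response at least 3 library SD above typical, normal starting fluorescence, not activating the receptor alone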;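 also: compound read alongside a low EC10 to EC30 dose of BAM8-22 agonist; peak minus trough fluorescence over baseline measured at the second addition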
RGS4 block = human RGS4 inhibition | P49798 | hit rate 0.45% among 310,000 | B-score at 10 µM | AID 463165 | HEK293 M3R/RGS4 inducible, Fluo-4 calcium flux; stronger effect = higher value; triggered by carbachol at its EC20;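 active = B-score, a plate-corrected calcium signal, over three deviations above library mean, with baseline fluorescence within five deviations of library mean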;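 also: RGS4 expression induced by doxycycline in cells with stable M3 receptor; B-score is computed from the integrated fluorescence ratio over baseline after carbachol; higher B-score means a larger calcium signal and so more RGS4 inhibition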
Target sequence (P49798 whole entry, looked up): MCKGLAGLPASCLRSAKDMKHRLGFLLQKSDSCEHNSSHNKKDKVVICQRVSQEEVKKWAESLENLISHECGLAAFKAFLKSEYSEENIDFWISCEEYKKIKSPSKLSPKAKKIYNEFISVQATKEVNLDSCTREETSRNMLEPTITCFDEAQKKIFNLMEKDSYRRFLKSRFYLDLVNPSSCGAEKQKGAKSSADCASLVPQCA
TRPC6 act = mouse TRPC6 channel activation; Q61143; HEK293-TRPC6 membrane potential dye fluorescence; stronger effect = higher value; B-score at 10 µM; hit rate 0.13% among 310,000; AID 2550;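 active = B-score of the integrated fluorescence ratio above library mean plus 3 SD, and starting fluorescence ratio within library mean plus 5 SD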;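 also: higher score means more depolarization so channel activation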
ANO1 block = inhibitors of mouse TMEM16A calcium-activated chloride channel | hit rate 1.2% among 310,000 | normalized B-score (activity score, 25-100; higher = stronger inhibition) at 10 µM | HEK293 TMEM16A/YFP iodide influx fluorescence, ionomycin | Q8BHY3;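 active = ratio plate-corrected score three or more library SD toward inhibition, starting fluorescence score within five deviations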;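 also: score derived from kinetic fluorescence span divided by baseline fluorescence per well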
TRPC6 inh = inhibitors of mouse TRPC6 channel; Q61143; hit rate 1.1% among 310,000; HEK293-TRPC6, membrane potential dye, ACh-evoked depolarization; stronger effect = lower value; B-score at 10 µM;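 active = B-score under library mean minus 3 SD, initial fluorescence not abnormally high, positive integrated signal ratio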;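 also: B-score derived from integrated fluorescence ratio over the kinetic read; more negative B-score means stronger inhibition of depolarization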
RGS4 pot = RGS4 potentiation or activation; HEK293 M3R/inducible RGS4, carbachol calcium flux Fluo4; stronger effect = lower value; B-score at 10 µM; hit rate 0.92% among 310,000; AID 463111;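 active = B-score of the integrated calcium signal more than 4 SD below the library mean, with starting fluorescence not abnormally high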;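 also: negative B-score means reduced calcium response which marks RGS4 activation or potentiation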
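test system = M3R-expressing HEK293 line, RGS4 induced by doxycycline | probe or stimulus = carbachol at ECmax as muscarinic agonist stimulus | timing = dye loading 30 min 37 °C, buffer rest 30 min RT | signal = calcium dye Fluo4 fluorescence | evaluation = B score from integrated fluorescence ratio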
MrgX1 antag = antagonists of human MrgX1 receptor | MRGX1-HEK293 calcium flux, Fluo-4, BAM8-22 antagonism; stronger effect = lower value | hit rate 1.3% among 310,000 | B-score at 10 µM;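 active = calcium-response B-score plate-corrected more than 3 library SD below zero, starting fluorescence within 5 deviations, no agonist response on first addition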;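 also: peak minus trough fluorescence over baseline after final BAM8-22 challenge near maximal dose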
SKKanGAS inh = inhibitors of SKKanGAS S. pyogenes growth in kanamycin (SK-promoter or general growth effect). inhibition, % at 7.5 µM. hit rate 1.3% among 300,000. BacTiter-Glo, 6 h;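 active = mean replicate score, as percent of positive control median, at least 50; inconclusive = mean below 50 but one replicate at or above 50; inactive = mean and every replicate below 50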;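 also: strain carries kanamycin resistance gene driven by streptokinase promoter and grows in 40 µg/ml kanamycin; loss of luminescence reflects streptokinase promoter inhibition or plain growth inhibition; 0% = median of DMSO wells and 100% = positive control at its reference dose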
An asterisk follows results filed as active; i = inactive; ? = inconclusive; nt = not tested or not shown. Rows are unselected. About 6.7% of those tested had a hit in this group.

SMILES | TMEM16A act | MrgX1 agonist | HDAC3 inh | MrgX1 allo act | RGS4 block | TRPC6 act | ANO1 block | TRPC6 inh | RGS4 pot | MrgX1 antag | SKKanGAS inh
CCOc1cccc(CN2CCC(N3CCC(C(=O)NCC4CCCO4)CC3)CC2)c1 (centres undefined) | i | i | -3 | i | i | i | i | i | i | i | -2
CCCOc1ccc(-c2cc(C(F)(F)F)c(C#N)c(SCC(=O)O)n2)cc1 | i | i | -8 | i | i | i | i | i | i | i | 16
COc1cc(Cl)c(C)cc1NC(=O)COC(=O)C1=COCCO1 | i | i | -1 | i | i | i | i | i | i | i | -11
COc1cc(NC(=O)CSCc2ccccc2)c(C(=O)O)cc1OC | i | i | -6 | i | i | i | i | i | i | i | 5
Nc1nc(Nc2ccc(Cl)cc2)nc(NCc2ccco2)c1[N+](=O)[O-] | i | i | 13 | i | i | i | i | i | i | i | ?
O=C(CCCC(=O)OCC(Cl)=C(Cl)Cl)Nc1ccc(F)cc1 | i | i | 11 | i | i | i | i | i | i | i | 3
CC(=O)c1c(O)cc(=O)n(-c2ccccc2)c1-c1ccc(C)cc1 | i | i | 3 | i | i | i | i | i | i | i | -3
CC(C)OCCCNC(=O)Cc1ccc(F)cc1 | i | i | 1 | i | i | i | i | i | i | i | 3
O=C(NC(=S)Nc1cccnc1)c1cccs1 | i | i | 1 | i | i | i | i | i | i | i | 1
O=C(Cn1nc(Cc2ccncc2)c2ccccc2c1=O)Nc1cccnc1Cl | i | i | 3 | i | i | i | i | i | i | i | -4
COc1ccc(COC(=O)c2nc3nc(C)cc(C)n3n2)cc1F | i | i | 2 | i | i | i | i | i | i | i | 5
COc1ccc(-c2c(NC(=O)C(C)C)n(C)c3ccccc3c2=O)cc1 | i | i | -4 | i | i | i | i | i | i | i | -2
Cc1cccc(N=C2N=C(N)c3ccccc32)c1 | i | i | 0 | i | i | i | i | i | i | i | 1
COc1cc(NC(=O)CSc2nc(=O)n(CCN3CCOCC3)c3c2CCCC3)cc(OC)c1 | i | i | ? | i | i | i | i | i | i | i | -15
CCOC(=O)N1CCC(NC(=O)c2ccc3c(c2)N(CC)CCS3)CC1 | i | i | -57 | i | i | i | i | i | i | i | -2
O=C(CN1CCOCC1)Nc1ccccc1F | i | i | -4 | i | i | i | i | i | i | i | 0
O=C1C(Cc2ccccc2)Nc2ncnc(N3CCOCC3)c2N1Cc1ccc(Br)cc1 (centres undefined) | i | i | -1 | i | i | i | i | i | i | i | 2
CCOC(=O)Nc1ccc(OC)cc1S(=O)(=O)N1CCCCC1 | i | i | -15 | i | i | i | i | i | i | i | 6
O=C1CCC(=O)N1c1ccc(S(=O)(=O)Nc2cccc(Br)c2)cc1 | i | i | -4 | i | i | i | i | i | i | i | -2
CCC(=O)N1CCN=C1SCc1cccc(C(F)(F)F)c1 | i | i | -2 | i | i | i | i | i | i | i | -2
O=C(NCCc1ccccc1)c1nc2nc(-c3cccs3)cc(C(F)(F)F)n2n1 | i | i | -110 | i | i | i | i | i | i | i | -16
CC(OC(=O)/C=C/c1cccs1)C(=O)Nc1ccc(S(N)(=O)=O)cc1 (centres undefined) | i | i | 3 | i | i | i | i | i | i | i | 3
Cc1ccc(NC(=S)N2CCN(S(=O)(=O)c3ccccc3)CC2)cc1 | i | i | 6 | i | i | i | i | i | i | i | nt
O=C(Nc1ccc(Cl)cn1)c1ccccc1[N+](=O)[O-] | i | i | 1 | i | i | i | i | i | i | i | -10
O=C(CNS(=O)(=O)c1ccc(Br)cc1)OCc1cc(=O)n2cc(Br)ccc2n1 | nt | i | -4 | i | i | i | i | i | i | i | 0
O=C(O)/C=C/C(=O)Nc1c(F)cccc1F | i | i | -3 | i | i | i | i | i | i | i | -3
O=C(Nc1ccc2[nH]ncc2c1)c1ccc(F)cc1 | i | i | 0 | i | i | i | i | i | i | i | 0
O=C(COc1cccnc1[N+](=O)[O-])N1CCN(C(=O)c2ccco2)CC1 | i | i | 0 | i | i | i | i | i | i | i | 0
CC(Sc1nccn1C)C(=O)c1c(N)n(C)c(=O)n(C)c1=O (centres undefined) | i | i | 7 | i | i | i | i | i | i | i | -4
Cc1cc(C)c(NC(=O)c2ccccc2CCc2ccccc2)c(C)c1 | i | i | 4 | i | i | i | i | i | i | i | 6
Cc1ccc(C(=O)NC2CCCCC2)cc1 | i | i | -2 | i | i | i | i | i | i | i | -5
CCOc1c(OC(C)=O)ccc(/C=C/c2ccc3cccc(OC)c3n2)c1[N+](=O)[O-] | i | i | 5 | i | i | i | i | i | i | i | 3
Cc1ccc(NS(=O)(=O)c2ccc(-c3ccc(=O)[nH]n3)o2)cc1N(C)C | i | i | 1 | i | i | i | i | i | i | i | -7
COC(=O)c1sccc1NC(=O)c1csc(C)c1 | i | i | 8 | i | i | i | i | i | i | i | -10
COc1cc(C(C)=O)ccc1OCC(O)CN1CCN(c2ccc(C)c(C)c2)CC1 (centres undefined) | i | i | 4 | i | i | i | i | i | i | i | -4
Nc1nc(SCC(=O)NC2CCCC2)[nH]c(=O)c1NC(=O)c1cccs1 | i | i | -8 | i | i | i | i | i | i | i | -14
COc1ccc(N2C(=O)C(Cl)=C(N3CCCC(C)C3)C2=O)cc1 (centres undefined) | i | i | 2 | i | i | i | i | i | i | i | -2
CCN1CCN(CCC(=O)Nc2cccc(C)c2)CC1 | i | i | 1 | i | i | i | i | i | i | i | 0
C/C(=N\Nc1ccc(S(N)(=O)=O)cc1[N+](=O)[O-])c1ccco1 | i | i | 1 | i | i | i | i | i | i | i | -12
Cc1ccc(-c2nnc(SCC(=O)N3CCCc4ccccc43)n2N)cc1 | i | i | 0 | i | i | i | i | i | i | i | 7
CCCCNC(=O)CCn1c(=O)c2ccccc2n(Cc2ccc(Cl)cc2)c1=O | i | i | 0 | i | i | i | i | i | i | i | 1
CCOC(=O)CN(C)C(=O)C1CCCN1C(=O)OC(C)(C)C (centres undefined) | i | i | -8 | i | i | i | i | i | i | i | -1
O=C1c2cnc3nc(SCc4ccc(Cl)cc4)nn3c2CC2c3ccccc3CCN12 (centres undefined) | i | i | 0 | i | i | i | i | i | i | i | 26
Cc1ccc(C(=O)N2NC(c3ccc(F)cc3)C3C(=O)N(c4ccc(C)c(C)c4)C(=O)C32)cc1 (centres undefined) | i | i | -3 | i | i | i | i | i | i | i | 20
COc1ccc(NC(=O)c2cc(N3C(=O)C4C5CCC(C5)C4C3=O)ccc2Cl)c(OC)c1 (centres undefined) | i | i | 1 | i | i | i | i | i | i | i | 2
C#CCOCCOCCOCCNc1nc(N2CCN(C(=O)CCCCCCCCCCNC(=O)Cn3cc(C[C@@H](C)O)nn3)CC2)nc(N2CCN(C(=O)CCCCCCCCCCNC(=O)[C@@H](CCC(=O)O)n3cc(CCCCCN)nn3)CC2)n1 | i | i | 6 | i | nt | nt | i | nt | nt | i | nt
Cc1cccc(C)c1NC(=S)Nc1ccccc1C(=O)NCc1ccco1 | i | i | 0 | i | i | i | i | i | i | i | 1
COCC(=O)Nc1cc(C)c2c(=O)oc3ccccc3c2n1 | i | i | -3 | i | i | i | i | i | i | i | -6
Cc1ccc(S(=O)(=O)Cc2ccc(C(=O)N3CCN(c4ccccn4)CC3)o2)cc1 | i | i | -1 | i | i | i | i | i | i | i | -4
Cc1ccnc(NC(=O)CCC(=O)N(CC(=O)NCCc2ccccc2)Cc2cccs2)c1 | i | i | 0 | i | i | i | i | i | i | i | -5
NS(=O)(=O)c1ccc(NC(=O)COC(=O)c2cn(-c3ccccc3)nc2-c2ccccc2)cc1 | i | i | 1 | i | i | i | i | i | i | i | 20
COc1cccc2cc(C(=O)Nc3ccccc3C)/c(=N/NS(=O)(=O)c3ccccc3)oc12 | i | i | -7 | i | i | i | i | i | i | i | 12
CC1(C)CC(=O)CC(=Nc2ccc(C(=O)O)cc2)C1 | i | i | 4 | i | i | i | i | i | i | i | -9
O=S(=O)(c1cc(F)ccc1F)N1CCN2CCCC2C1 (centres undefined) | i | i | -9 | i | i | i | i | i | i | i | -8
COCc1cc(C)nc(NC2CCCCC2)c1C#N | i | i | -41 | i | nt | nt | i | nt | nt | i | nt
CCOc1ccc(NC(=O)c2nn(C)c(C(=O)Nc3ccc(OCC)cc3)c2[N+](=O)[O-])cc1 | i | i | 13 | i | i | i | i | i | i | i | 42
O=[N+]([O-])c1cccc(-c2csc(CS(=O)(=O)Cc3ccco3)n2)c1 | i | i | -2 | i | i | i | i | i | i | i | -8
Cc1noc(C)c1C(=O)NCCc1ccc(S(N)(=O)=O)cc1 | i | i | 1 | i | i | i | i | i | i | i | -9
COc1ccc(N2CCN(C(=O)COC(=O)CNC(=O)c3ccccc3)CC2)cc1 | i | i | -1 | i | i | i | i | i | i | i | -3
COc1ccc(/C=C/c2nnc(NC(=O)COc3ccc(C)cc3)s2)cc1 | i | i | 2 | i | i | i | i | i | i | i | 0
The results go on.
SMILES | TMEM16A act | MrgX1 agonist | HDAC3 inh | MrgX1 allo act | RGS4 block | TRPC6 act | ANO1 block | TRPC6 inh | RGS4 pot | MrgX1 antag | SKKanGAS inh
Cc1ccc(C(c2nnnn2C2CCCC2)N2c3ccccc3CC2C)cc1 (centres undefined) | i | i | -2 | i | i | i | i | i | i | i | 0
Cc1ccccc1NC1=CC(=O)CC(C)(C)C1 | i | i | -1 | i | i | i | i | i | i | i | -2
O=C(O)/C(=C\c1ccccc1Cl)c1ccc(S(=O)(=O)N2CCCCC2)s1 | i | i | 4 | i | i | i | i | i | i | i | 4
CCOc1cc(C)c(C(C)C)cc1S(=O)(=O)N1CC(C)OC(C)C1 (centres undefined) | i | i | 11 | i | i | i | i | i | i | i | 6
CC(Nc1cc(N2CCN(S(=O)(=O)N(C)C)CC2)ccc1[N+](=O)[O-])c1ccccc1 (centres undefined) | i | i | 4 | i | i | i | i | i | i | i | 28
